Screening results (PubChem BioAssay)
m5-HT2A agonist: mouse HTR2A agonism via beta-arrestin recruitment; CHO-K1 mHTR2A beta-arrestin complementation, luminescence; percent of 30 µM serotonin response; actives 0.66% (n = 360,000); AID 624169; activation, % at 7.6 µM; P35363;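 active = activation above a run cutoff, the mean activation of all tested compounds plus 3 SD, cut at about 14% in these data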;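 note: 0% = plate median of compound wells and 100% = 30 µM serotonin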
Target sequence (P35363 whole entry, looked up): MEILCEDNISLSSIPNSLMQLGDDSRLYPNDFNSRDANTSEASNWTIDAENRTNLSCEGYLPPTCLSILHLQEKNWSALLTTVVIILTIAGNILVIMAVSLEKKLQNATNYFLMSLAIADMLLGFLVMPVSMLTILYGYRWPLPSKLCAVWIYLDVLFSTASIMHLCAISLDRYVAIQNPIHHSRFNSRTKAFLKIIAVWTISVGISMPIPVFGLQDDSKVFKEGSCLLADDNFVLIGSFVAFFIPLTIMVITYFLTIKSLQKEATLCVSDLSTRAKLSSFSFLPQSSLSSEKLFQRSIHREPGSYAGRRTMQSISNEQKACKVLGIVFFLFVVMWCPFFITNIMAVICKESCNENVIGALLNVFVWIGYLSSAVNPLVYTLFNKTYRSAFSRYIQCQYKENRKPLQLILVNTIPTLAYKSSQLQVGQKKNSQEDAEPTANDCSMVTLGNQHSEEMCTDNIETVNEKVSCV
iPSC survival up: enhancers of human iPSC single-cell survival; hiPSC single-cell survival, ATPlite luminescence; 100% = ROCK inhibitor wells, 0% = DMSO; survival enhancement, % at 20 µM; actives 0.044% (n = 360,000); in the data active = survival enhancement above about 18%;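 note: cells exposed to compounds for 16 hours before the ATP read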
CaV13 ICDI inh: Primary screen for inhibitors of IQ motif and Ca2+-dependent inactivation inhibitor domain binding in CACNA1D, Förster resonance energy transfer in living cells, …. actives 0.098% (n = 340,000). inhibition, % at 12.3 µM. HEK cells, CFP/YFP FRET ICDI-IQ, plate reader, 10 min; percent FRET-ratio fall versus neutral wells;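 active = mean replicate inhibition of at least 30% and at least 1% of replicates passing that level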;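 note: 0% = median of the neutral control wells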
Cardio protect: protects H9c2 cardiomyocytes from peroxide injury. actives 0.63% (n = 360,000). protection from H2O2 cell death, % at 20 µM. AID 588492. H2O2 injury protection, ATPLite, 2 h;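 active = compounds giving at least 50% protection of heart cells from peroxide-induced death in the single-dose screen, raw or plate-pattern-corrected value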;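 note: 0% = DMSO wells with peroxide and 100% = DMSO wells without peroxide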
aDG glyco up: alpha-DG glycosylation activation. actives 0.22% (n = 360,000). activation, % at 10 µM. Pro5-aDG cells, alpha-DG glycosylation AlphaScreen (IIH6); 0% Pro5, 100% B10-LARGE cell signal;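 active = activation of at least 8% versus controls, or a plate z-score of at least 8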;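 note: Pro5 are CHO cells carrying HIG-tagged alpha-DG that lacks glycosylation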
N-glyco inh: N-linked glycosylation inhibition. D54 ERlucT glycosylation luciferase reporter, 24 h; percent of 100 nM tunicamycin response. reporter increase, % at 12.5 µM. actives 0.23% (n = 360,000);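 active = mean luciferase reporter signal, scaled so untreated is 0 and the glycosylation-blocking control 100, at or above a set limit in every replicate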;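 note: luciferase carries N-glycosylation sites so blocking glycosylation raises the light; 0% = median of neutral control wells and 100% = median of 100 nM tunicamycin wells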
PDI inh: PDI (human) enzyme inhibition; PDI insulin aggregation turbidity, A650, 90 min; inhibition, % at 10 µM; P07237; actives 0.052% (n = 350,000);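 active = mean inhibition across replicates of 30% or more, whatever share of single replicates reach that level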;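 note: absorbance from insulin aggregation driven by PDI reduction with DTT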
Target sequence (P07237 whole entry, looked up): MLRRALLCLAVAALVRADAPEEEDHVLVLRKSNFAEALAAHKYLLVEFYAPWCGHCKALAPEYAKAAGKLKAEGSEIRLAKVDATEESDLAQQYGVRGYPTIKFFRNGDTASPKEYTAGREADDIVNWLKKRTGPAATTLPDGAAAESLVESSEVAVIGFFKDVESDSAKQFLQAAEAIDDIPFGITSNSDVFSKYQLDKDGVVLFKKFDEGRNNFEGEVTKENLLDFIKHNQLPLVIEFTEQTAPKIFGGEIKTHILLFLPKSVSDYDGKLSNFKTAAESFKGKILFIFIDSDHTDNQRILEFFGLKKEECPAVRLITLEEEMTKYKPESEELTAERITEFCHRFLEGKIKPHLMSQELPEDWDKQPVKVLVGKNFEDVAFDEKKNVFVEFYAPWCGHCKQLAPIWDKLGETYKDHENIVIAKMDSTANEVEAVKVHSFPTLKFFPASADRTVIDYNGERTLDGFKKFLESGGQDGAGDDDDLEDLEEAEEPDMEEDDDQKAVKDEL
ABCB6 inh 2: inhibitors of human ABC transporter ABCB6; fluorescence ratio to DMSO, % at 10 µM; K562-ABCB6 porphyrin accumulation, flow cytometry, 1 h; hits give low values; actives 0.19% (n = 360,000);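 active = fluorescence ratio to DMSO below 75%, the collection mean minus 3 SD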;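 note: signal is porphyrin accumulated inside mitochondria; 100% equals median channel fluorescence of DMSO control wells; lower ratio means ABCB6 inhibition with less porphyrin fluorescence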
Vif imaging: blocks HIV Vif function | HEK293T cells, Vif self-association by quenched fluorescence, imaging, 24 h | inhibition, % at 7.49 µM | AID 602346 | actives 0.35% (n = 340,000); in the data active = inhibition above about 50%, passing the limit was not always enough; note: some results filed as inactive read as strong as hits
Granule exo inh: lytic granule exocytosis inhibition; TALL-104 LAMP-1 surface exposure, flow cytometry; cells stimulated with thapsigargin and PMA; actives 0.66% (n = 360,000); inhibition, % at 10 µM;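 active = inhibition above about 55%, limit read from the data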
* marks the source's active call; other numbers are inactive results; nt = no result given.

SMILES	m5-HT2A agonist	iPSC survival up	CaV13 ICDI inh	Cardio protect	aDG glyco up	N-glyco inh	PDI inh	ABCB6 inh 2	Vif imaging	Granule exo inh
COc1ccc(-c2nc(C#N)c(N3CCC(C)CC3)o2)cc1	-5	-0.5	-20	-4	-0.1	-3	-8	99	23	12
CCN(CC)c1nc(N2CCN(C)CC2)nc2ccccc12	0	-0.1	-2	10	-0.1	-2	6	92	-1	16
Cc1nnc(N/N=C/c2ccc(-c3ccc(Br)cc3)o2)n1N	-4	-0.1	4	-7	0.2	11	0	103	9	1
CCC(COC(=O)c1ccccc1)Oc1cc(NCc2ccccc2)c2ncn(C(C)C)c2c1 (configuration not stated)	0	-1.2	-6	-19	0.3	6	-6	101	14	-7
NC(=O)C1=C[C@H](c2ccc3c(c2)OCO3)C[C@H](OCc2ccc(CO)cc2)O1	2	-1.4	-11	3	0.2	0	2	102	7	-8
CCOC(=O)N1CCC(NC(=O)Cn2ncc3ccccc32)CC1	-3	14	nt	-2	-0.1	-1	0	97	-3	-1
COc1ccccc1C1C2=C(CC(C)(C)CC2=O)N(CC(=O)O)C2=C1C(=O)CC(C)(C)C2	2	0.3	36*	5	0.1	4	8	99	-3	-6
COC(=O)[C@]1(Cc2ccccc2)N[C@H](CN(C)S(=O)(=O)c2ccc(C(C)(C)C)cc2)[C@@H]2C(=O)N(C)C(=O)[C@@H]21	-1	-0.3	0	4	0.0	-3	-8	97	-5	0
O=c1[nH]c(CN2CCOCC2)nc2scc(-c3ccccc3)c12	6	-0.5	7	-1	-0.2	1	18	97	3	-1
CCN1C(=O)CSc2ccc(C(=O)NC3CCCCC3)cc21	-3	0.7	-7	-3	0.5	1	0	107	-6	1
CC1CCc2nc(NC(=O)CCSc3ccccc3)sc2C1 (configuration not stated)	0	1.9	-5	-12	-0.2	0	12	102	2	3
COc1ccccc1NC(=O)c1ccc(C)c(S(=O)(=O)N2CCCCC2)c1	-3	0.0	-5	-1	-0.1	-2	-6	97	-4	1
Cc1cc(NC(=O)CSCC(=O)N(C)Cc2cccc(Cl)c2)no1	-4	-0.4	-5	-2	0.1	1	-1	95	-4	0
COc1cc(/C=N/NC(=O)C(=O)NCc2ccco2)ccc1O	2	3.0	-4	-3	-0.2	4	8	99	1	2
c1ccc(COc2ccc3nocc3c2)cc1	-6	-3.4	-5	-16	0.1	-6	-2	96	nt	-9
CCOc1ccc2nc(SCC(=O)N3c4ccccc4Sc4ccccc43)sc2c1	1	-0.8	-5	-3	-0.1	1	13	98	11	-9
CC1=Nc2ccccc2N=C(NC(=O)CN2CCN(c3ccccc3)CC2)C1c1ccccc1 (configuration not stated)	-3	1.1	-15	-3	0.2	-2	2	96	-1	-3
CCOC(=O)C(CN1CCCC1)c1ccccc1 (configuration not stated)	-4	-2.3	-10	6	0.0	5	-5	90	6	1
COc1ccccc1NC(=O)Cn1c([N+](=O)[O-])cnc1C	0	-0.3	3	5	-0.1	2	1	96	-5	4
CCCC(=O)Nc1ccc2c(c1)Cc1ccccc1-2	-5	-0.7	-5	-1	-0.1	-2	5	73*	6	20
CC(=O)c1ccc(N(C(=O)CS(=O)CC(=O)Nc2ccc(F)cc2)C(C(=O)NC2CCCCC2)c2cccs2)cc1 (configuration not stated)	3	-0.2	-5	4	-0.2	-4	-3	99	1	1
O=C(C1CC=CCC1)N1CCN(C(=O)C2CC=CCC2)CC1 (configuration not stated)	0	4.1	nt	0	0.0	0	2	102	18	7
C=CCCC(=O)NC1CC(C)(C)Cc2c1cnn2-c1ccc(OC)cc1 (configuration not stated)	1	0.1	-6	2	0.2	0	4	102	-3	20
COC(OC)c1ccnc(-c2ccc(OC(=O)c3cccs3)cc2)n1	-3	-0.5	-4	-6	0.4	0	0	123	-2	0
CCOC(=O)C1CCN(Cc2nnc(-c3cccc(Br)c3)o2)CC1	7	-0.1	-18	-9	0.1	0	-1	93	4	-3
O=C(O)CCc1nn2c3ccccc3n(CCO)c2nc1=O	3	-0.3	-18	-5	-0.2	1	-8	101	5	-2
C/C(=N\NC(=O)Cc1c(Cl)cccc1Cl)c1cccnc1	-5	5.5	-7	3	0.2	-2	-2	96	12	-5
CCOc1ccc(CCN2C(=S)N([C@@H](CC(C)C)CN3CCC[C@@H]3CN3C(=S)NC[C@@H]3CC(C)C)C[C@@H]2Cc2ccc(O)cc2)cc1	-4	-0.9	-6	-13	0.7	-15	nt	95	21	31
Cc1c(C(=O)N2CCCCC2CCN2CCCC2=O)oc2c(F)cccc12 (configuration not stated)	2	0.0	-5	-2	0.4	1	8	99	-11	-3
S=c1sc2ccccc2n1CCc1ccncc1	7	1.8	-4	-4	0.2	5	-4	104	3	4
O=C(O)CCCCC1SCC2NC(=O)NC21 (configuration not stated)	1	9.2	nt	0	-0.6	0	nt	98	3	1
O=C(CSc1cccc[n+]1[O-])N1CCCCCC1	1	-0.8	6	6	2.5	0	0	92	10	1
COc1cc(OC)cc(C(=O)Nc2ccc(CN3CCCCC3)cc2)c1	-7	-0.8	-2	10	0.3	-1	16	100	-3	-1
COc1ccc(-n2nc(C(=O)NCC(=O)N3CCCC(C)C3)c3ccccc3c2=O)cc1 (configuration not stated)	-2	-0.4	-3	-10	0.1	0	-4	96	-1	1
COc1ccc(CN(C(=O)c2ccco2)c2ccc(C)cc2)cc1OC	-2	-1.9	-9	-9	-0.1	nt	-12	92	nt	0
COc1ccc(S(=O)(=O)N2CCCC2C(=O)n2nc(C)cc2C)cc1 (configuration not stated)	-2	1.1	-15	-1	0.3	0	4	98	8	-3

Next section (three carried over from the part before).
SMILES	m5-HT2A agonist	iPSC survival up	CaV13 ICDI inh	Cardio protect	aDG glyco up	N-glyco inh	PDI inh	ABCB6 inh 2	Vif imaging	Granule exo inh
COc1ccc(-n2nc(C(=O)NCC(=O)N3CCCC(C)C3)c3ccccc3c2=O)cc1 (configuration not stated)	-2	-0.4	-3	-10	0.1	0	-4	96	-1	1
COc1ccc(CN(C(=O)c2ccco2)c2ccc(C)cc2)cc1OC	-2	-1.9	-9	-9	-0.1	nt	-12	92	nt	0
COc1ccc(S(=O)(=O)N2CCCC2C(=O)n2nc(C)cc2C)cc1 (configuration not stated)	-2	1.1	-15	-1	0.3	0	4	98	8	-3
Cn1c(CC(=O)Nc2ccc(Cl)c(Cl)c2)n[nH]c1=S	-2	-0.6	4	-1	-0.1	4	-7	99	1	-1
CC(C)[C@@H](NC(=O)C1CCC(CNC(=O)[C@H](Cc2ccccc2)NC(=O)OC(C)(C)C)CC1)C(=O)O (some centres not stated)	4	-0.1	-4	4	0.0	2	4	93	-9	-11
O=C(NCCCCc1ccccc1)C12CN(Cc3ccccc3)CC1C(c1cccc([N+](=O)[O-])c1)=NO2 (configuration not stated)	1	-0.6	-10	2	-0.4	-5	4	97	-3	6
CCOc1ccc(N2C(=O)C3Sc4[nH]c(=O)sc4C(c4ccc(OC)c(OC)c4)C3C2=O)cc1 (configuration not stated)	3	0.1	-5	8	0.2	2	-2	98	-2	-9
Cc1ccc(NC(=O)C2CC(c3ccc(F)cc3)=NO2)cc1 (configuration not stated)	-4	-2.0	-8	0	1.7	3	0	90	-8	1
N#Cc1sc(NCc2ccccn2)nc1Cl	-4	-0.4	-2	2	0.0	0	2	101	-3	0
COc1cc(OC)c(-n2cc(-c3ccc(OC)c(OC)c3)[nH]c2=S)cc1Cl	2	-0.4	-4	1	0.0	1	0	95	-20	-1
COc1cccc(-c2cc3c(c4c2ccn4C)C2CCC3C2)c1 (configuration not stated)	0	0.2	-9	4	-0.4	-9	nt	101	nt	-1
Cc1ccc(-n2nc3c(=O)n(CCCC(=O)NCC(C)c4ccccc4)nc(C)c3c2C)cc1 (configuration not stated)	2	-0.5	-7	6	0.2	0	3	91	13	-1
COC(=O)COc1ccc(S(=O)(=O)Nc2ccc(NC(C)=O)cc2)cc1	-3	1.0	-4	7	-0.1	0	1	100	2	-1
C=CCCCCCCCCC(=O)NNC1=CC(=O)CC(C)(C)C1	5	5.8	-5	-5	0.0	0	1	101	8	0
CCOC(=O)[C@]12CCCC=C1N(Cc1cccc3ccccc13)C(=O)[C@H](CC(=O)NCCCOC)C2	3	0.2	-2	nt	0.2	nt	nt	99	nt	-3
COc1ccc(OC)c(CC(=O)Nc2ccc3c(c2)CCC3)c1	-9	0.1	-4	5	-0.2	-2	-8	97	26	23
Cc1cc(Cl)ccc1C(=O)C1CCCN(C(=O)/C=C/c2cnn(C)c2)C1 (configuration not stated)	-1	-0.3	-6	5	0.3	-2	0	94	-1	1
COc1ccc(NS(=O)(=O)c2cc(NC(=O)c3cccs3)ccc2N2CCOCC2)cc1	-10	-0.4	-6	20	0.0	10	-4	103	1	-9
COc1ccc(OCC(=O)Nc2ccccc2C(=O)NC2CC2)cc1	8	-0.5	-4	8	-0.1	-2	-5	95	17	-11
CS(=O)(=O)N1CCc2cc(C(=O)Nc3ccc(Br)cc3)ccc21	0	0.1	-19	-6	0.0	-2	3	96	6	-2
O=C1c2ccc(Cl)cc2S(=O)(=O)c2cccc(C(=O)N3CCN(c4ccc(Cl)cn4)CC3)c21	9	1.2	-10	2	0.0	1	11	95	-8	-4
CC(=O)Nc1ccc(NC(=O)Cn2ccc([N+](=O)[O-])n2)cc1	-4	0.6	-15	-2	0.0	1	-3	103	2	-2
CCOC(=O)c1c(C)nc(-c2ccccc2)nc1NC(=O)CC	-4	1.1	0	4	0.0	-1	-10	100	-1	-2
CCC(CC)C(=O)Nc1nnc(CCc2ccccc2)s1	-2	-0.5	-11	-4	0.3	0	-7	101	-10	-12
O=C1NC(=O)C(CCc2ccccc2)(c2ccccc2)N1 (configuration not stated)	-5	-2.4	-5	1	0.1	-3	-2	101	7	-9
Cc1ccc(/C(N)=N/OC(=O)CCc2ccccc2)cc1	-4	0.7	-10	-6	-0.1	0	-6	98	3	7
CC(=O)N1CCN(c2ccc(NCc3ccc(C)cc3)cc2)CC1	-1	-0.8	-5	2	0.0	5	4	84	-4	-2
CCn1cc([N+](=O)[O-])c(C(=O)N2CCOCC2)n1	-3	0.5	-18	6	-0.2	1	2	99	1	0
O=C(COC(=O)CC(c1ccccc1)c1ccccc1)Nc1cccc(F)c1	3	0.6	-2	-7	0.2	1	1	97	0	-3
CCOc1ccc(NC(=O)C2CC(=O)N(c3ccc4c(c3)OCCO4)C2)cc1OCC (configuration not stated)	-2	0.4	-6	-4	0.3	1	5	96	-7	-6
C[C@H](CO)N1C[C@H](C)[C@@H](CN(C)C(=O)NC2CCCCC2)Oc2c(NS(=O)(=O)c3ccc(F)cc3)cccc2C1=O	-3	4.5	-3	5	0.2	-1	5	97	7	-5
COc1ccc(-n2nnnc2SCc2nc3ccccc3s2)cc1	-3	-3.8	-6	-28	-0.2	-4	-4	110	26	2
CN(CC(=O)Nc1ccc(Cl)c(C(F)(F)F)c1)C(=O)c1cc(=O)c2ccccc2o1	-10	-0.4	-5	-8	0.2	2	-6	96	-2	-16
COC(=O)C1=CN(c2ccc3c(c2)OCO3)C(N)=C(C#N)C1c1ccc(-c2ccccc2)cc1 (configuration not stated)	-6	nt	-18	nt	-0.2	nt	nt	nt	nt	-1

One compound at a time, from the list above. Values in the order: m5-HT2A agonist | iPSC survival up | CaV13 ICDI inh | Cardio protect | aDG glyco up | N-glyco inh | PDI inh | ABCB6 inh 2 | Vif imaging | Granule exo inh
`COc1cc(OC)c(-n2cc(-c3ccc(OC)c(OC)c3)[nH]c2=S)cc1Cl` is entered as 2 | -0.4 | -4 | 1 | 0.0 | 1 | 0 | 95 | -20 | -1
`Cn1c(CC(=O)Nc2ccc(Cl)c(Cl)c2)n[nH]c1=S` is entered as -2 | -0.6 | 4 | -1 | -0.1 | 4 | -7 | 99 | 1 | -1
